Screening data: PubChem BioAssay, Emory University Molecular Libraries Screening Center
14-3-3g Raf = 14-3-3 gamma protein interaction modulation | P61981 | FP, 14-3-3gamma / TMR-pS259-Raf peptide binding | inhibition, % at 40 µM | 0.19% of 160,000 active; in the data active = inhibition above about 30%;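 note: 0% = protein plus tracer without compound and 100% = blank with tracer alone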
Target sequence (P61981 whole entry, looked up): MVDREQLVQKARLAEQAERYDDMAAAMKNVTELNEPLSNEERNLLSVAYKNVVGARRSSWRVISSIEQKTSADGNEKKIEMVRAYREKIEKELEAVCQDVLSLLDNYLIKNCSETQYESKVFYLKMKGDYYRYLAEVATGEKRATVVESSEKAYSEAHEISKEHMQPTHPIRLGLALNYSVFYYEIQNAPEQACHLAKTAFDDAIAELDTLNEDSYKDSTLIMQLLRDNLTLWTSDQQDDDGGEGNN
The depositor's hits bear a star; & = joins results of further samples. Some of the compounds tested; rates above refer to the full screens.

Oc1c(I)cc(I)c2cccnc12
  14-3-3g Raf: 4
CN1CCN(C(=O)c2ccc3c(c2)[nH]c(=S)n2c4ccccc4nc32)CC1
  14-3-3g Raf: -1
CCOC(=O)c1cnc2c(C)c(Cl)ccc2c1Nc1ccc(C(=O)O)cc1
  14-3-3g Raf: -14
Cc1[nH]c2ccccc2c1SCCNC(=O)C(C)Oc1ccccc1 (configuration not stated)
  14-3-3g Raf: -6
CCC(=O)N1CCc2cc(Br)cc(S(=O)(=O)N3CCCc4ccccc43)c21
  14-3-3g Raf: 1
Cc1ccc(N2C(=O)CSC2c2ccccc2F)cc1C (configuration not stated)
  14-3-3g Raf: 6
CCOC(=O)C1=C(C)Nc2nnnn2C1c1ccccc1Cl (configuration not stated)
  14-3-3g Raf: -4
COc1cc2c(CCNC(C)=O)c[nH]c2cc1Cl
  14-3-3g Raf: -4
COc1ccc(NC2(C#N)C(=O)Nc3ccccc32)cc1 (configuration not stated)
  14-3-3g Raf: 1
CC(CN(C)Cc1ccccc1)OC(=O)c1ccc2c(c1)OCCO2 (configuration not stated)
  14-3-3g Raf: 3

O=C(Nc1nc(-c2ccncc2)cs1)c1ccc(S(=O)(=O)N2CCOCC2)cc1
  14-3-3g Raf: 0&-20
CN(C)c1cc(O)c(C(=S)Nc2ccccc2)c(N(C)C)c1
  14-3-3g Raf: -1
COCCNC(=O)c1ccc2c(=O)n(Cc3ccc4c(c3)OCO4)c(=O)[nH]c2c1
  14-3-3g Raf: -9
CN(C1CCS(=O)(=O)C1)S(=O)(=O)c1ccc(N2CCCC2=O)cc1 (configuration not stated)
  14-3-3g Raf: -5
COc1ccc2oc(=Nc3ccccc3F)c(C(N)=O)cc2c1
  14-3-3g Raf: 2
COCCn1c(=NC(=O)CSC(C)=O)sc2cc(OC)ccc21
  14-3-3g Raf: 5
O=C(NC1CCCCCCC1)c1ccco1
  14-3-3g Raf: -3
O=C(CN1C2=NCCN2c2ccccc21)N1CCOCC1
  14-3-3g Raf: 2&-2
CC(=O)c1ccc(N(C(C)=O)S(=O)(=O)c2ccc(Cl)cc2)cc1
  14-3-3g Raf: -3
COc1ccc(OC)c(NC(=O)CCn2c(=S)[nH]c3ccccc3c2=O)c1
  14-3-3g Raf: 6

CCc1nnc(NC(=O)c2ccncc2)s1
  14-3-3g Raf: 0
CCOc1ccc(NC(=O)c2cnn3c(C(F)(F)F)cc(-c4ccc(C)cc4)nc23)cc1
  14-3-3g Raf: 2
CCOC(=O)c1cc2cc(C)ccc2[nH]1
  14-3-3g Raf: 1&-5
Cc1c(C(=O)N2CCN(C)CC2)sc2ncn(CC(=O)N3CCOCC3)c(=O)c12
  14-3-3g Raf: -8
O=C(C1CCN(S(=O)(=O)c2cccs2)CC1)N1CCN(c2cccc(Cl)c2)CC1
  14-3-3g Raf: -2
CC1CC(C)CN(CCCn2c(=S)[nH]c3ccccc3c2=O)C1 (configuration not stated)
  14-3-3g Raf: -6
Cc1cc(C)c(S(=O)(=O)O)c(C)n1
  14-3-3g Raf: -2
O=C(CCCc1ccccc1)N1N=C(c2ccc(Br)cc2)CC1(O)C(F)(F)F (configuration not stated)
  14-3-3g Raf: 4
CCOC(=O)C1CCN(CCC(=O)Nc2cc([N+](=O)[O-])ccc2OC)CC1
  14-3-3g Raf: 3
COC(=O)c1ccc(C(=O)OC)c(NC(=O)c2cc3ccccc3o2)c1
  14-3-3g Raf: -77

Cc1ccc(CN2C(=O)C(=O)c3ccccc32)cc1
  14-3-3g Raf: -3
Cc1nn(Cc2ccc(C(=O)Nc3ccc(Br)c4cccnc34)cc2)c(C)c1Cl
  14-3-3g Raf: -10
COc1ccc(S(=O)(=O)N2CCCN(CC(=O)Nc3cccc(Cl)c3)CC2)cc1
  14-3-3g Raf: -16
Cn1c(SCc2nc3ccccc3n2CC(N)=O)nc2ccccc21
  14-3-3g Raf: -6
COc1ccc(C2=CC(c3ccccc3)n3nnnc3N2)cc1 (configuration not stated)
  14-3-3g Raf: 7
Cc1nn(CC(O)COc2ccc3c(c2)CCC3)c(C)c1C (configuration not stated)
  14-3-3g Raf: 2
COC(=O)C1=C(N)Oc2cc(C)n(Cc3cccnc3)c(=O)c2C1c1ccc(OC)c(OC)c1OC (configuration not stated)
  14-3-3g Raf: -7
CCOc1cc2c(cc1OCC)C1C(C(=O)N3CCCCC3CC)c3ccccc3C(=O)N1CC2 (configuration not stated)
  14-3-3g Raf: 4
CCCC(=O)Nc1c(O)c2ccccc2[nH]c1=O
  14-3-3g Raf: -7
O=[N+]([O-])c1ccc(-c2cc(-c3cccnc3)nc3ccc4ccccc4c23)cc1
  14-3-3g Raf: 3

CCC(C)Nc1ncnc2c1cnn2-c1ccc(C)cc1C (configuration not stated)
  14-3-3g Raf: 2
O=C1c2ccccc2C(O)(Cc2ccccc2)N1CCCN1CCOCC1 (configuration not stated)
  14-3-3g Raf: -3&-6
O=C(Cn1c(=S)[nH]c2ncccc2c1=O)NCc1ccccn1
  14-3-3g Raf: -4
O=C(CCn1c(SCc2ccccc2F)nc2cc3c(cc2c1=O)OCO3)N1CCN(c2ccccc2)CC1
  14-3-3g Raf: -4
Cc1nc2sc(C(c3ccc(C(C)C)cc3)N3CCC(O)CC3)c(O)n2n1 (configuration not stated)
  14-3-3g Raf: 2
CCC(C)(C)n1nnnc1C(c1cc2cc(OC)c(OC)cc2[nH]c1=O)N1CCc2ccccc21 (configuration not stated)
  14-3-3g Raf: -5
O=C(CSc1nnc(-c2ccco2)o1)Nc1nc(-c2ccccc2)cs1
  14-3-3g Raf: 6
CCCSc1nnc(NC(=O)Nc2ccccc2)s1
  14-3-3g Raf: -2
NC1C=CC=C(C(=O)O)C1 (configuration not stated)
  14-3-3g Raf: -2
COc1ccc(NC(=O)c2ccco2)cc1NC(=O)c1ccc(Br)o1
  14-3-3g Raf: -4

NC(=O)C1CCCN(S(=O)(=O)c2ccccc2)C1 (configuration not stated)
  14-3-3g Raf: -5
O=C(Cc1ccc(Cl)cc1)Nc1ccc2nn(-c3ccc(Cl)cc3)nc2c1
  14-3-3g Raf: -12
CC(=O)Nc1nc2ccccc2n1Cc1ccccc1C
  14-3-3g Raf: -1
CC(=O)O[C@H]1CSC[C@H]1NC(=O)c1ccccc1
  14-3-3g Raf: -3
O=c1c2cc(N3CCOCC3)ccc2[nH]c(=S)n1CC1CCCO1 (configuration not stated)
  14-3-3g Raf: -5
COc1ccc(-n2cc(-c3cc4ccccc4oc3=O)[nH]c2=S)cc1
  14-3-3g Raf: -1
CC(C)(C)c1cn2c3ccccc3n(CCN3CCCCC3)c2n1
  14-3-3g Raf: -6
CC(=O)c1cccc(NC(=O)N2CCCC2C(=O)Nc2cccc(C)c2)c1 (configuration not stated)
  14-3-3g Raf: -11
Cc1ccc([N+](=O)[O-])cc1NC(=O)c1cc2ccccc2c(=O)o1
  14-3-3g Raf: -7
CC(=O)c1ccc(NC(=O)C2CCCC(C(=O)Nc3ccc(C(C)=O)cc3)C2)cc1 (configuration not stated)
  14-3-3g Raf: -11

CC1CC(C)CN(S(=O)(=O)c2ccc(F)c(C(=O)NCCC3=CCCCC3)c2)C1 (configuration not stated)
  14-3-3g Raf: 5
Cc1c(NC(=O)C(C)Sc2nnc(-c3ccccc3)o2)c(=O)n(-c2ccccc2)n1C (configuration not stated)
  14-3-3g Raf: -1
CCc1nc2ccccc2c(NC(=O)CN2CCCCC2)c1C
  14-3-3g Raf: -5
COc1ccc(NC(=O)CSc2nc(C)cc(C(F)(F)F)n2)cc1
  14-3-3g Raf: 6
CC(C)NC(=O)c1sc2nc(-c3cccs3)cc(-c3ccc(F)cc3)c2c1N
  14-3-3g Raf: -4
COc1ccc(NC2OC(C(O)CO)C(O)C2O)cc1 (configuration not stated)
  14-3-3g Raf: -21
CCOc1cccc(-c2nc3cc(C)ccc3o2)c1
  14-3-3g Raf: 4
Cc1ncc(NS(=O)(=O)c2ccc(NC(=O)NC3CCCCC3)cc2)c(C)n1
  14-3-3g Raf: 0
CC(=O)n1c2ccccc2c2c(C#N)c(N3CCCCC3)sc21
  14-3-3g Raf: 7
Cc1oc2cc(Br)c(OCc3ccccc3)cc2c1C(=O)OC(C)C
  14-3-3g Raf: 4

Cc1nc(SCC(=O)c2ccc3c(c2)OCCO3)c2c3c(sc2n1)CCC3
  14-3-3g Raf: 5
COc1ccc(CNC(=O)c2ccc(CNS(=O)(=O)c3ccc(F)cc3)cc2)cc1
  14-3-3g Raf: 4
COc1cccc(OCc2nc(-c3ccccn3)no2)c1
  14-3-3g Raf: -4
CC(C)c1nnc(NC(=O)CN(C)S(=O)(=O)c2ccc3c(c2)OCCO3)s1
  14-3-3g Raf: -6
CC1=C(C(=O)OC(C)C)C(c2ccccc2OC(C)C)C2=C(CCCC2=O)N1 (configuration not stated)
  14-3-3g Raf: -10
COC(=O)C1=C(C)Nc2nnnn2C1c1ccc(OCc2ccccc2)cc1 (configuration not stated)
  14-3-3g Raf: -2
COc1ccc(N2CCN(CCNC(=O)C3CCN(S(=O)(=O)c4cccs4)CC3)CC2)cc1
  14-3-3g Raf: -5
O=C(CNC(=O)c1ccco1)OCc1c(F)cccc1Cl
  14-3-3g Raf: -8
Cc1ccc(C)c(Cc2c(C)nc3c(C(=O)NCc4ccc(F)cc4)cnn3c2C)c1
  14-3-3g Raf: -5
CCC1C(=O)C(C)(C)C(=O)OC1c1ccccc1F (configuration not stated)
  14-3-3g Raf: -1

Entries from the list above containing an aryl methoxy group, in the order listed:
COc1cc2c(CCNC(C)=O)c[nH]c2cc1Cl
  14-3-3g Raf: -4
COc1ccc(NC2(C#N)C(=O)Nc3ccccc32)cc1 (configuration not stated)
  14-3-3g Raf: 1
COc1ccc2oc(=Nc3ccccc3F)c(C(N)=O)cc2c1
  14-3-3g Raf: 2
COCCn1c(=NC(=O)CSC(C)=O)sc2cc(OC)ccc21
  14-3-3g Raf: 5
COc1ccc(OC)c(NC(=O)CCn2c(=S)[nH]c3ccccc3c2=O)c1
  14-3-3g Raf: 6
CCOC(=O)C1CCN(CCC(=O)Nc2cc([N+](=O)[O-])ccc2OC)CC1
  14-3-3g Raf: 3
COc1ccc(S(=O)(=O)N2CCCN(CC(=O)Nc3cccc(Cl)c3)CC2)cc1
  14-3-3g Raf: -16
COc1ccc(C2=CC(c3ccccc3)n3nnnc3N2)cc1 (configuration not stated)
  14-3-3g Raf: 7
COC(=O)C1=C(N)Oc2cc(C)n(Cc3cccnc3)c(=O)c2C1c1ccc(OC)c(OC)c1OC (configuration not stated)
  14-3-3g Raf: -7
CCC(C)(C)n1nnnc1C(c1cc2cc(OC)c(OC)cc2[nH]c1=O)N1CCc2ccccc21 (configuration not stated)
  14-3-3g Raf: -5
COc1ccc(NC(=O)c2ccco2)cc1NC(=O)c1ccc(Br)o1
  14-3-3g Raf: -4
COc1ccc(-n2cc(-c3cc4ccccc4oc3=O)[nH]c2=S)cc1
  14-3-3g Raf: -1

COc1ccc(NC(=O)CSc2nc(C)cc(C(F)(F)F)n2)cc1
  14-3-3g Raf: 6
COc1ccc(NC2OC(C(O)CO)C(O)C2O)cc1 (configuration not stated)
  14-3-3g Raf: -21
COc1ccc(CNC(=O)c2ccc(CNS(=O)(=O)c3ccc(F)cc3)cc2)cc1
  14-3-3g Raf: 4
COc1cccc(OCc2nc(-c3ccccn3)no2)c1
  14-3-3g Raf: -4
COc1ccc(N2CCN(CCNC(=O)C3CCN(S(=O)(=O)c4cccs4)CC3)CC2)cc1
  14-3-3g Raf: -5

More entries
COc1ccc(Cn2c(=S)[nH]c3cc(C(=O)N4CCc5ccccc5C4)ccc3c2=O)cc1
  14-3-3g Raf: -8
Cn1c(=O)[nH]c(=O)c2c1nc(SCC(N)=O)n2Cc1ccc(Cl)cc1
  14-3-3g Raf: 14
Cc1sc2nc3c(C(=O)N4CCC(C)CC4)cccn3c(=O)c2c1C
  14-3-3g Raf: -4
CCOC(=O)c1sc(N2C(=O)C(=O)/C(=C(/O)c3ccc(F)cc3)C2c2ccccc2)nc1C (configuration not stated)
  14-3-3g Raf: -27
Cc1cc(C)n(C(=O)C2CCCN2S(=O)(=O)c2ccccc2)n1 (configuration not stated)
  14-3-3g Raf: -1
CC1(C)C(C=C(Cl)Cl)C1C(=O)Nc1ccccc1C(F)(F)F (configuration not stated)
  14-3-3g Raf: 2
CS(=O)(=O)Nc1cccc(C2=NN(C(=O)c3ccc(F)cc3)C(c3cccs3)C2)c1 (configuration not stated)
  14-3-3g Raf: -6
CC1(C)CCCC2=C1CC1C(=O)N(c3ccccc3)C(=O)C1C2 (configuration not stated)
  14-3-3g Raf: -3&4
O=C(CN1C(=O)c2ccccc2C1=O)NCCCN1CCCC1=O
  14-3-3g Raf: -5
COc1ccccc1NC(=O)CSc1nc(-c2ccc(C)cc2)cn1-c1ccccc1
  14-3-3g Raf: -13

COc1cc([N+](=O)[O-])cc2sc(NC(=O)c3cc(=O)c4ccccc4o3)nc12
  14-3-3g Raf: -4
CCC(C)NC(=O)c1cnn2c(C)c3c(nc12)CCCC3 (configuration not stated)
  14-3-3g Raf: -3&-6
CCN1CCN(CCCNC(=O)C2c3ccccc3C(=O)N(C)C2c2cccs2)CC1 (configuration not stated)
  14-3-3g Raf: 2
CCOC(=O)c1cc(-c2cc3ccccc3o2)n[nH]1
  14-3-3g Raf: -7
O=C(Nc1ccc2nn(-c3ccccc3)nc2c1)C(F)(F)F
  14-3-3g Raf: -27
c1ccc(-c2nnc(-c3ccncc3)o2)cc1
  14-3-3g Raf: 1
Cc1cccc(N=c2oc3ccc(Br)cc3cc2C(N)=O)c1
  14-3-3g Raf: 1
CCOc1cc(C2C3=C(CCCC3=O)NC3=C2C(=O)CCC3)ccc1OCc1ccc(F)cc1
  14-3-3g Raf: -2
N#Cc1ccc(-c2ccccc2)nc1SCC(=O)c1ccc(Cl)cc1
  14-3-3g Raf: -7
CCc1cccc2c3c([nH]c12)C(CC)(CC(=O)O)OCC3 (configuration not stated)
  14-3-3g Raf: -5&1

COc1ccc(NC(=O)CSc2nc3ccc(C)cc3[nH]2)cc1
  14-3-3g Raf: 6
CC(C)(C)NC(=O)c1ccc2c(c1)N(CC(=O)N1CCN(c3ccc(F)cc3)CC1)C(=O)C(C)(C)O2
  14-3-3g Raf: 2
CCCCc1nc2ccccc2c(C(=O)O)c1C
  14-3-3g Raf: -5
O=C(NCc1cccs1)c1ccc2c(c1)N(Cc1cccc(Cl)c1)C(=O)c1ccccc1S2
  14-3-3g Raf: 2
CN(C1CCCCC1)S(=O)(=O)c1ccc(NC(=O)c2ccco2)cc1
  14-3-3g Raf: -3
